Screening data (PubChem)
AmpC inh no detg = blocks E. coli AmpC beta-lactamase in detergent-free assay | 330,000 compounds, 0.52% hits | AmpC nitrocefin hydrolysis, absorbance 480 nm, 0.0001% Triton | P00811 | Potency, µM (highest dose often 57.1 µM), for inactives: top-dose activity change, negative = inhibition, hits mostly inhibitors;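 also: potency is read from the fitted curve at half-maximal effect; plate controls were no compound for no effect and no enzyme for full effect; nearly all actives have a fitted effect of over 20% in size; some results filed as inactive show a strong effect at the top dose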
Target sequence (P00811 whole entry, looked up): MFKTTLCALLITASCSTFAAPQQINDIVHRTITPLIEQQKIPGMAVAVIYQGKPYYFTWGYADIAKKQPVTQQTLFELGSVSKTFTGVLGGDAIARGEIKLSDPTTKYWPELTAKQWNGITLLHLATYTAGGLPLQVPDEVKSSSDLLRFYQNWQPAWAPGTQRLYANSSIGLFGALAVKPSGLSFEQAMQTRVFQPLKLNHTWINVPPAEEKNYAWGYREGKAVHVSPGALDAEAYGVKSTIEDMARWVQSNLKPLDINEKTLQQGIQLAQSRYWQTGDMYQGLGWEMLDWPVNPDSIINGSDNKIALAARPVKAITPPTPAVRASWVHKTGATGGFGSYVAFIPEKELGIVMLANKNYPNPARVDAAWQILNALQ
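20 mM phosphate pH 7.0 + 0.01% (detergent screen) or 0.0001% Triton X-100; 5.3 nM AmpC reagent; cpd preinc 15 min RT; nitrocefin (800 uM stock) to start; A480 q20 s × 4 min; Activity was normalised to no-enzyme and no-compound control wells.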
AmpC inh detg = AmpC beta-lactamase inhibition with detergent present | AmpC hydrolysis of nitrocefin, absorbance 480 nm, 0.01% Triton | Potency, µM (top dose mostly 114 µM), inactives show top-dose activity change, negative = inhibition, usual class: inhibitors | 370,000 compounds, 0.041% hits | AID 485294;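 also: potency is read from the fitted curve at half-maximal effect; 0% = no-compound wells and -100% = no-enzyme wells; nearly all actives have a fitted effect of over 25% in size; some results filed as inactive show a strong effect at the top dose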
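20 mM phosphate pH 7.0 + 0.01% (detergent screen) or 0.0001% Triton X-100; 5.3 nM AmpC reagent; cpd preinc 15 min RT; nitrocefin (800 uM stock) to start; A480 q20 s × 4 min; Activity was normalised to no-enzyme and no-compound control wells.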
Sm TGR inh = S. mansoni TGR enzyme inhibition. Q962Y6. purified TGR, DTNB reduction, TNB absorbance 405 nm. Potency, µM (highest dose often 114 µM), without a hit: at the top dose activity change, negative = inhibition, usual class: inhibitors. 360,000 compounds, 3% hits. AID 485364; also: potency is read from the fitted curve at half-maximal effect; nearly all actives have a fitted effect of over 60% in size
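TGR 20 nM + NADPH 100 uM (dispensed conc.), cpd preinc 15 min RT; start with NADPH (500 uM addition) then DTNB (15 mM addition). Kinetic TNB absorbance, 405 nm filter. Four-parameter Hill fit across titration.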
Tb PYK inh = blocks Trypanosoma brucei pyruvate kinase; Q57TT1; TbPYK enzyme, Kinase-Glo Plus ATP luminescence, 45 min; Potency, µM (titrated, usually from 76.8 µM), inactives show at the top dose activity, negative = inhibition, hits mostly inhibitors; 410,000 compounds, 0.12% hits; also: potency is read from the fitted curve at half-maximal effect; nearly all actives have a fitted effect of over 50% in size
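In this concentration-response screen, enzyme-free wells defined baseline while DMSO plates tracked drift. Each reaction combined TbPYK, substrate, compound and 130 uM ADP for 45 min at room temperature. Kinase-Glo Plus luminescence gave the signal.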
AMA1-RON2 inh = inhibitors of Plasmodium falciparum AMA1-RON2 interaction. 360,000 compounds, 0.2% hits. AID 720542. Potency, µM (highest dose often 58.2 µM), for inactives: at the highest dose activity change, negative = inhibition, actives largely listed as inhibitors. AlphaScreen AMA1-biotinylated RON2 peptide binding;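 also: potency is read from the fitted curve at half-maximal effect; 0% = vehicle wells and -100% = peptide control; nearly all actives have a fitted effect of over 45% in size; some results filed as inactive show a strong effect at the top dose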
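AMA1 (3D7) with his tag at 25 nM final met compounds first, then biotinylated RON2 peptide at 25 nM; detection used donor plus acceptor beads, 10 µg/mL apiece, read by AlphaScreen after 30 min at room temperature.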
LmPK inhibitor = LmPK (Leishmania mexicana) enzyme inhibition. Q27686. purified LmPK, Kinase-Glo ATP luminescence, 1 h. Potency, µM (titrated, usually from 57.5 µM), for the others: at the highest dose activity change, negative = inhibition, most hits filed as inhibitors. 290,000 compounds, 0.37% hits; also: potency is read from the fitted curve at half-maximal effect
Target sequence (Q27686 whole entry, looked up): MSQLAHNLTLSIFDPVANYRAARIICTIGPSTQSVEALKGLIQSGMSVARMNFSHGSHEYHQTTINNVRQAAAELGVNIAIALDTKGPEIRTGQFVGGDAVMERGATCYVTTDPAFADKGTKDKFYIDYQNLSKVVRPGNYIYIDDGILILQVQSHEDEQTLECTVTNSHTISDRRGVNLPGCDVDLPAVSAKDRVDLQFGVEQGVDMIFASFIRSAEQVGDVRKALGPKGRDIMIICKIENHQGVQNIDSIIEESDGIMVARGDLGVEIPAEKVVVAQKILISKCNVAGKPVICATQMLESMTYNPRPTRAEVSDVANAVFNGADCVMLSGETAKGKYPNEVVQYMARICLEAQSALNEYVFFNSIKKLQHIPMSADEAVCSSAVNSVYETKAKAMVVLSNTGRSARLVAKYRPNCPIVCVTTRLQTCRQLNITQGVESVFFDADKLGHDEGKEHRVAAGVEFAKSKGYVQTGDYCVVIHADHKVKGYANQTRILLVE
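ATP generated from ADP (0.1 mM) and PEP (0.5 mM) by 0.1 nM LmPK over 1 h at room temperature (pH 7.2 imidazole buffer) was detected by coupled luciferase luminescence. Values were normalized to uninhibited and no-enzyme wells.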
HCMV inh = inhibitors of human cytomegalovirus; HFF cells, HCMV-luciferase reporter, 72 h; stronger effect = lower value; activity change, negative = inhibition, % at 57.5 µM; 410,000 compounds, 4.5% hits; AID 1259415; in the data active = activity change below about -60%; inconclusive = no clear call, values can overlap the other calls; inactive = above about -39%
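Two-dose cell screen: HFF monolayers treated with compounds and infected with luciferase-expressing HCMV at 1 PFU/cell, 72 h at 37C, then lysed for luciferase measurement.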
* hit, by the source's call; [ ] = remark or other dose. Unless noted, calls follow the shape of the dose curve; as a rule, active = well fitted curve in the direction sought with a large enough effect; inconclusive = small, poorly fitted or top-dose-only effect, or another doubt; inactive = no such curve, though single readings can be large; an effect the other way counts as inactive or inconclusive. Unless noted, % is scaled to controls: 0 for no effect and ±100 for the full control effect.

COc1ccc(/C=C2/C(=O)N(c3nc4ccccc4s3)N=C2CSc2ccc(Cl)cc2)cc1 was read as AmpC inh no detg 16µM*, AmpC inh detg -12%, Sm TGR inh -14%, Tb PYK inh -1%, AMA1-RON2 inh 77%[activator][11.6 µM], LmPK inhibitor -1% and HCMV inh -32.
COc1ccc(CN(Cc2nc3ccccc3c(=O)[nH]2)C(=O)NC2CCCCC2)cc1 was read as AmpC inh no detg -16%, AmpC inh detg -14%, Sm TGR inh 9%, Tb PYK inh -4%, AMA1-RON2 inh 64%[activator], LmPK inhibitor -8% and HCMV inh inconclusive.
For COc1ccc(OC)c(CC(NC(C)=O)C(=O)NC2CCN(C(=O)c3cccc(C)c3)CC2)c1 (stereo unspecified) the results were AmpC inh no detg 65%[activator], AmpC inh detg -1%, Sm TGR inh -28%, Tb PYK inh -1%, AMA1-RON2 inh -8%, LmPK inhibitor 6% and HCMV inh -20.
For COc1cc(CNc2cccc(F)c2)cc(Br)c1O the results were AmpC inh no detg -28%, AmpC inh detg -5%, Sm TGR inh 13µM*, Tb PYK inh 0%, AMA1-RON2 inh -12%, LmPK inhibitor 4% and HCMV inh 45.
Screening CNc1nc(C)cc(C)c1S(=O)(=O)c1ccc(Cl)cc1 returned AmpC inh no detg 0%, AmpC inh detg -3%, Sm TGR inh 16%, Tb PYK inh 1%, AMA1-RON2 inh 7%, LmPK inhibitor 6% and HCMV inh 6.
For COc1ccc(Cl)cc1NC(=O)COC(=O)C1CC1 the results were AmpC inh no detg -19%, AmpC inh detg 1%, Sm TGR inh -7%, Tb PYK inh -1%, AMA1-RON2 inh 15% and HCMV inh 0.
CC1=C(C(=O)Nc2ccc(C)cc2C)C(c2ccc([N+](=O)[O-])cc2)n2ncc(C(=O)Nc3ccc(F)cc3)c2N1 (stereo unspecified) was read as AmpC inh detg -3%, Sm TGR inh -2%, Tb PYK inh 4% and HCMV inh -1.
For O=C(COC(=O)CNC(=O)c1ccccc1)NC12CC3CC(CC(C3)C1)C2 the results were Tb PYK inh 0%, AMA1-RON2 inh -4% and HCMV inh -8.
For CC(C)[C@H](NC(=O)c1ccco1)C(=O)OCC(=O)Nc1ccccc1OC(F)F the results were AmpC inh no detg -10%, AmpC inh detg 2%, Sm TGR inh 12%, Tb PYK inh 1%, AMA1-RON2 inh 7%, LmPK inhibitor -7% and HCMV inh inconclusive.
CCn1cnc2c1c(=O)n(CC(=O)NCc1ccccc1)c(=O)n2Cc1ccccc1 was read as AmpC inh no detg -5%, AmpC inh detg -6%, Sm TGR inh 1%, Tb PYK inh -14%, AMA1-RON2 inh 5%, LmPK inhibitor 5% and HCMV inh inconclusive.
Screening CC(/C=N/NC(=O)c1cc(-c2cccn2C)n[nH]1)=C\c1ccccc1 returned AmpC inh no detg -34%, AmpC inh detg -2%, Sm TGR inh inconclusive, Tb PYK inh 1%, AMA1-RON2 inh 15%, LmPK inhibitor 5% and HCMV inh -11.
`CC(C)(C)C(=O)N1CCN(C(c2ccccc2)c2ccccc2)CC1` gave AmpC inh no detg 86%[activator], AmpC inh detg 7%, Sm TGR inh inconclusive, Tb PYK inh 3%, AMA1-RON2 inh -7% and LmPK inhibitor 1%.
`CCCOc1ccc(N2C(=O)CC(NCc3ccc(S(N)(=O)=O)cc3)C2=O)cc1` (stereo unspecified) gave AmpC inh no detg -2%, AmpC inh detg 2%, Sm TGR inh 3%, Tb PYK inh 2%, AMA1-RON2 inh 4%, LmPK inhibitor 11% and HCMV inh 8.
For Cc1nc(CCNC(=O)CC2C(=O)NCCN2CC(C)(C)C)nc2c1CCC2 (stereo unspecified) the results were Tb PYK inh 2%, AMA1-RON2 inh 1% and HCMV inh 16.
Screening Cn1c(-c2cc3ccc(OC(=O)C(C)(C)C)cc3oc2=O)nc2ccccc21 returned AmpC inh no detg 53%, AmpC inh detg -20%, Sm TGR inh 1%, Tb PYK inh 1%, AMA1-RON2 inh 34%, LmPK inhibitor 0% and HCMV inh 101.
For Cc1ccc(S(=O)(=O)N(C)C)cc1NC(=O)COC(=O)c1ccc2ccccc2n1 the results were AmpC inh no detg -21%, AmpC inh detg -16%, Sm TGR inh -2%, Tb PYK inh -2%, AMA1-RON2 inh -11% and HCMV inh 59.
`COc1ccc(CSCC(=O)Nc2ccccc2)cc1[N+](=O)[O-]` gave AmpC inh no detg -26%, AmpC inh detg 2%, Sm TGR inh -17%, Tb PYK inh -9%, AMA1-RON2 inh 8%, LmPK inhibitor -8% and HCMV inh -25.
Screening CCOc1ccccc1C(=O)N(Cc1ccc(N(C)C)cc1)Cc1ccco1 returned AmpC inh detg -5%, Sm TGR inh -2%, Tb PYK inh -3% and HCMV inh inconclusive.
CCCNC(C)C(=O)Nc1ccccc1C (stereo unspecified) was read as AmpC inh no detg -15%, AmpC inh detg -11%, Sm TGR inh 8%, Tb PYK inh 2%, AMA1-RON2 inh 2%, LmPK inhibitor -4% and HCMV inh 2.
Screening Cc1ccc(CNc2ccc(N3CCOCC3)cc2)s1 returned AmpC inh no detg -2%, AmpC inh detg inconclusive, Sm TGR inh 19%, Tb PYK inh -9%, AMA1-RON2 inh -9%, LmPK inhibitor -17% and HCMV inh 20.
Screening CCOc1ccc(/C=C/C2=Cc3c(sc(NC(=O)CSc4n[nH]c(N)n4)c3C#N)C(C)(C)C2)cc1 returned AmpC inh no detg -46%, AmpC inh detg -4%, Sm TGR inh inconclusive, Tb PYK inh -6%, AMA1-RON2 inh 19%, LmPK inhibitor 1% and HCMV inh -19.
CC(C)C(NC=C1C(=O)OC(C)(C)OC1=O)C(=O)O (stereo unspecified) was read as AmpC inh no detg -2%, AmpC inh detg -7%, Sm TGR inh -18%, Tb PYK inh -3%, AMA1-RON2 inh 15%, LmPK inhibitor 5% and HCMV inh 64.
Screening CCCCN(C)c1c(C)nc2ccc(C(=O)NC3CCN(C)CC3)cn12 returned Tb PYK inh 9%, AMA1-RON2 inh 23% and HCMV inh -23.
Screening O=C(N/N=C/c1ccccn1)c1ccc(Br)cc1 returned AmpC inh no detg -24%, AmpC inh detg inconclusive, Sm TGR inh 0%, Tb PYK inh -8%, AMA1-RON2 inh 71%[activator], LmPK inhibitor -2% and HCMV inh 4.

The closing 2 records of the section before come first, to join the parts.
Screening CCCCN(C)c1c(C)nc2ccc(C(=O)NC3CCN(C)CC3)cn12 returned Tb PYK inh 9%, AMA1-RON2 inh 23% and HCMV inh -23.
Screening O=C(N/N=C/c1ccccn1)c1ccc(Br)cc1 returned AmpC inh no detg -24%, AmpC inh detg inconclusive, Sm TGR inh 0%, Tb PYK inh -8%, AMA1-RON2 inh 71%[activator], LmPK inhibitor -2% and HCMV inh 4.
Screening Cc1cc(C(=O)N2CCN(c3ccccc3)CC2)c(C)o1 returned AmpC inh no detg -2%, AmpC inh detg -5%, Sm TGR inh 0%, Tb PYK inh 0%, AMA1-RON2 inh 7%, LmPK inhibitor -7% and HCMV inh 17.
For CSc1nccc(Oc2ccccc2Cl)n1 the results were Tb PYK inh 1%, AMA1-RON2 inh 14% and HCMV inh -4.
Screening CCOC(=O)c1c(C)[nH]c(C(=O)COc2ccc3c(c2)OCO3)c1C returned AmpC inh no detg -1%, AmpC inh detg -19%, Sm TGR inh -10%, Tb PYK inh -12%, AMA1-RON2 inh 3%, LmPK inhibitor 0% and HCMV inh 50.
Screening CC1=CCC2C(=O)N(c3nc4ccccc4n3C)C(=O)C2C1 (stereo unspecified) returned AmpC inh detg -2%, Sm TGR inh 0%, Tb PYK inh -5%, AMA1-RON2 inh 65%[activator], LmPK inhibitor 5% and HCMV inh 50.
For N#Cc1cccc(S(=O)(=O)NCCOc2ccccc2F)c1 the results were AmpC inh no detg -21%, AmpC inh detg 4%, Sm TGR inh 2%, Tb PYK inh -9%, AMA1-RON2 inh -12% and HCMV inh 0.
O=C(CSc1nnc(Cc2ccccc2)n1-c1cccc(Cl)c1)N1CCOCC1 was read as AmpC inh no detg 178%[activator], AmpC inh detg -1%, Sm TGR inh 5%, Tb PYK inh -11%, AMA1-RON2 inh 2%, LmPK inhibitor 4% and HCMV inh 0.
For Cc1cc(C(=O)NC2CC(C)(C)Cc3c2cnn3-c2cccc(F)c2)nn1C (stereo unspecified) the results were AmpC inh no detg 112%[activator], AmpC inh detg -3%, Sm TGR inh -5%, Tb PYK inh -7%, AMA1-RON2 inh 3%, LmPK inhibitor -2% and HCMV inh -3.
Cc1noc(C)c1COC(=O)[C@@H](NC(=O)c1ccccc1)C(C)C was read as AmpC inh no detg 0%, AmpC inh detg -7%, Sm TGR inh 5%, Tb PYK inh -6%, AMA1-RON2 inh 0%, LmPK inhibitor 2% and HCMV inh 20.
O=C(c1ccco1)N(Cc1cccnc1)c1nc2c(F)cccc2s1 was read as AmpC inh detg 0%, Sm TGR inh -14%, Tb PYK inh 4%[15.4 µM] and HCMV inh 0.
Screening COc1ccc(Nc2cc(NCCCO)c([N+](=O)[O-])c3nonc23)cc1 returned AmpC inh no detg -1%, AmpC inh detg 1%, Sm TGR inh 3%, Tb PYK inh 2%, AMA1-RON2 inh -3%, LmPK inhibitor 2% and HCMV inh 26.
`CCCCCOC(=O)c1[nH]c2c(c1C)C(=O)CC(c1ccco1)C2` (stereo unspecified) gave AmpC inh no detg -48%, AmpC inh detg 1%, Sm TGR inh inconclusive, Tb PYK inh -3%, AMA1-RON2 inh -8% and LmPK inhibitor -2%.
Screening O=C1CN(C(=O)c2cccs2)c2ccccc2N1 returned AmpC inh no detg -19%, AmpC inh detg -11%, Sm TGR inh 2%[11.4 µM], Tb PYK inh -9%, AMA1-RON2 inh -3%, LmPK inhibitor 1% and HCMV inh 73.
For CC1=C(C(=O)Nc2ccccc2C)C(c2sccc2C)n2ncnc2N1 (stereo unspecified) the results were AmpC inh detg -1%, Sm TGR inh -1%, Tb PYK inh -1% and HCMV inh -11.
For CSCCC(NC(=O)c1ccco1)C(=O)N1CCN(C(c2ccccc2)c2ccccc2)CC1 (stereo unspecified) the results were AmpC inh no detg 102%[activator], AmpC inh detg -7%, Sm TGR inh -28%, Tb PYK inh -1%, AMA1-RON2 inh -25% and HCMV inh -22.
CCCCn1c(-c2ccc(F)c(F)c2)nc2cc3[nH]c(=O)c(C(C)C)nc3cc21 was read as AmpC inh no detg 10%, AmpC inh detg inconclusive, Sm TGR inh -15%, Tb PYK inh -7%, AMA1-RON2 inh 31%[activator], LmPK inhibitor 2% and HCMV inh -7.

This is a random part of the collection (roughly 7.4% active in at least one column).
